Compound activity (PubChem)
BRCT inh green – qHTS Assay for Inhibitors of BRCT-Phosphoprotein Interaction (Green Fluorophore); Breast cancer type 1 susceptibility protein (Homo sapiens), P38398; BRCA1 BRCT-phosphopeptide binding, green fluorescence polarization; Potency, µM (doses to about 76.9 µM), without a hit: top-dose activity change, negative = inhibition, hits mostly inhibitors; 75,000 compounds, 0.05% hits;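 note: potency is the fitted concentration of half-maximal effect; plate controls were peptide without protein for full effect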
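Fluorescence polarization: His-tagged BRCT (~35 kDa BRCA1 C-terminus, 250 nM) bound to 100 nM fluorescein-labeled phosphorylated 10-aa BACH1 peptide, pH 7.3 phosphate buffer with DTT and Tween 20. Compounds incubated 12 min at room temperature; inhibition read as lowered polarization.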
USP2a inhib – qHTS Assay for Inhibitors of Ubiquitin-specific Protease USP2a; Potency, µM (series often up to 38.3 µM), inactives show at the top dose activity change, negative = inhibition, usual class: inhibitors; 60,000 compounds, 0.1% hits; USP2a enzymatic assay, qHTS inhibition; Ubiquitin carboxyl-terminal hydrolase 2 (Homo sapiens), O75604;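 note: potency is the fitted concentration of half-maximal effect; nearly all actives have a fitted effect of over 60% in size; plate controls were DMSO for no effect and NEM full inhibition control for full effect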
Target sequence (O75604 whole entry, looked up): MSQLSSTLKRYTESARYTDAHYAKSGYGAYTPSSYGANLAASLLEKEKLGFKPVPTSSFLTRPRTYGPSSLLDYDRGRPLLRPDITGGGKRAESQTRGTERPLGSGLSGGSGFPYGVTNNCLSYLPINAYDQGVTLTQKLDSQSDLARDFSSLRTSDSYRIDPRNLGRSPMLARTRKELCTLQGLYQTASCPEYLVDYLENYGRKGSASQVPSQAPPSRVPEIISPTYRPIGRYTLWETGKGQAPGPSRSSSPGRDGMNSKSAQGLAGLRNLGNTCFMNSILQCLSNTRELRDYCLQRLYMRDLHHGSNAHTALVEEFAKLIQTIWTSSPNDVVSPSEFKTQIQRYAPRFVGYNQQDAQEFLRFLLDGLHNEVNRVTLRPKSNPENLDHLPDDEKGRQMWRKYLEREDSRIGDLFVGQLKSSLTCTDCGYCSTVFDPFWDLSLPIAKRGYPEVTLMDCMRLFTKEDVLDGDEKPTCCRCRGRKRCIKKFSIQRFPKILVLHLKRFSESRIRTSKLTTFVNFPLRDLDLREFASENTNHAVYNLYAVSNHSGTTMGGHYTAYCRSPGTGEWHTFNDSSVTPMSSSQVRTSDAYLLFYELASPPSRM
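USP2 core (20nM final) preincubated 30 min RT with compound, then Ub-PLA2 20nM and NBD C6-HPC 20uM final added; buffer 20mM Tris-HCl pH 8.0, 2mM CaCl2. Fluorescence Ex 460/Em 535 read at 0 and 2.5 h; normalized to NEM.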
Epigenetic mod – qHTS Assay for Epigenetic Modulators | mouse C127i GFP locus derepression, cytometry, 30 h | Potency, µM (doses to about 46.1 µM), for the others: at the top dose GFP derepression (activation) | 68,000 compounds, 0.09% hits | AID 597, 2007; note: % of control where 0% means no effect
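Derepression screen: silenced CMV-GFP reporter in murine C127i cells, 30 h compound incubation at 37 C, washed cells imaged by laser-scanning cytometer to enumerate GFP-expressing objects of 20 to 120 um.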
BRCT PPI red – qHTS Assay for Inhibitors of BRCT-Phosphoprotein Interaction (Red Fluorophore); Breast cancer type 1 susceptibility protein (Homo sapiens), P38398; BRCT-phosphopeptide binding, red fluorescence polarization; Potency, µM (highest dose often 76.9 µM), for inactives: at the highest dose activity change, negative = inhibition, hits mostly inhibitors; 75,000 compounds, 0.03% hits; AID 892, 2007; note: % is set by controls: 0 for no effect and ±100 for the full control effect
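Fluorescence polarization: 100 nM His-tagged BRCA1 BRCT with 100 nM TAMRA-labelled phospho-BACH1 decapeptide, phosphate buffer pH 7.3 with 150 mM NaCl, DTT, 0.01% Tween 20; 12 min RT. Binding inhibition seen as FP decrease.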
Pol III holo inh – qHTS Assay for Inhibitors of DNA Polymerase III Holoenzyme System | reconstituted DNA polymerase III holoenzyme replication, biochemical | Potency, µM (series often up to 57.1 µM), for the others: at the top dose activity change, negative = inhibition | 71,000 compounds, 0.25% hits | AID 603, 2007; note: potency is the fitted concentration of half-maximal effect; % is set by controls: 0 for no effect and ±100 for the full control effect
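Reconstituted *E. coli* holoenzyme (0.35 nM Pol III, 1 nM beta, 154 nM SSB, 2 nM primase) was preincubated with compound for 15 min at RT. Synthesis on 1.4 nM ssM13Gori ran 35 min, then was stopped with PicoGreen/EDTA and read as dsDNA fluorescence.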
Ub-GFP proteasome – Ubiquitin-GFP Assay. Ubiquitin-GFP reporter cells, proteasome inhibition, GFP fluorescence; response scale: untreated = 0%, 10 µM MG-132 = 100%. Potency, µM (titrated, usually from 45.9 µM), without a hit: at the highest dose activation (GFP accumulation), most hits filed as activators. 67,000 tested, under 10 active. AID 526, 2006; active = well fitted activation curve with a large enough effect, not every such curve was filed as active; inconclusive = small, poorly fitted or top-dose-only effect, or another doubt; inactive = no such curve, though single readings can be large or run the other way; note: potency is the fitted concentration of half-maximal effect
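Proteasome block read as GFP accumulation: ubiquitin(G76V)-GFP U2OS cells exposed to compound (2.9 nM–46 uM) for 4 hr at 37 C. Normalization used untreated cells as 0% and 10 uM MG-132 as 100%; concentration-response curves fitted.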
15-hLO inh – qHTS Assay for Inhibitors of 15-hLO (15-human lipoxygenase); Polyunsaturated fatty acid lipoxygenase ALOX15 (Homo sapiens), P16050; purified 15hLO-1, xylenol orange hydroperoxide absorbance; Potency, µM (top dose mostly 57.1 µM), without a hit: top-dose activity change, negative = inhibition, actives largely listed as inhibitors; 74,000 compounds, 1.4% hits; AID 887, 2007; note: potency is the fitted concentration of half-maximal effect; % is set by controls: 0 for no effect and ±100 for the full control effect; nearly all actives have a fitted effect of over 55% in size
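Purified human 15hLO-1 (40 nM) in 25 mM Hepes pH 7.5, 0.01% Triton X-100, preincubated 15 min RT with compound, then 50 uM arachidonic acid for 6 min. Hydroperoxide read by ferrous/xylenol orange, 30 min; 573/405 nm absorbance ratio gave progress.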
Hsp90 Hop PPI – qHTS Assay for Disrupters of an Hsp90 Co-Chaperone Interaction | Hsp90 C-terminal peptide / TPR2A (Hop) interaction, human | Potency, µM (doses to about 57 µM), for the others: at the top dose activity change, negative = inhibition | 71,000 compounds, 0.44% hits | AlphaScreen TPR2A-His6 binding biotin-Hsp90 C-terminal peptide | AID 595, 2007; active = well fitted curve in either direction with a large enough effect; inconclusive = small, poorly fitted or top-dose-only effect, or another doubt; note: potency is the fitted concentration of half-maximal effect; % is set by controls: 0 for no effect and ±100 for the full control effect; many of its hits are not listed in these tables
CRE Fsk mod – Cell signaling CRE-BLA (Fsk stim). 71,000 compounds, 2.5% hits. Potency, µM (titrated, usually from 38.2 µM), without a hit: at the top dose activity change, negative = inhibition, hits mostly activators. CHO CRE-bla reporter (cAMP response element driving beta-lactamase), forskolin EC10, beta-lactamase ratio; active = well fitted activation curve with a large enough effect in the signal ratio, with a control signal flat, not every such curve was filed as active; inconclusive = small, poorly fitted or top-dose-only effect, or effect the other way, or a change in a side signal; the % refers to the signal ratio; note: potency is the fitted concentration of half-maximal effect; % of control where 0% means no effect
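AC50 values, positive or negative, reflect shifts in EC10 NKH 477-induced CRE-bla reporter activity in CHO cells. Incubation lasted 3 h at 37 °C before CCF4 substrate (2 h, room temperature) and ratiometric 460/530 nm reading.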
HADH2 inhib – qHTS Assay for Inhibitors of HADH2 (Hydroxyacyl-Coenzyme A Dehydrogenase, Type II) | 73,000 compounds, 3.4% hits | 3-hydroxyacyl-CoA dehydrogenase type-2 (Homo sapiens), Q99714 | Potency, µM (titrated, usually from 57.1 µM), for inactives: at the highest dose activity change, negative = inhibition, actives largely listed as inhibitors | recombinant HADH2, NADH fluorescence, beta-hydroxybutyryl-CoA | AID 886, 2007; note: potency is the fitted concentration of half-maximal effect; % is set by controls: 0 for no effect and ±100 for the full control effect; nearly all actives have a fitted effect of over 60% in size; many of its hits are not listed in these tables
Target sequence (Q99714 whole entry, looked up, one chain of several): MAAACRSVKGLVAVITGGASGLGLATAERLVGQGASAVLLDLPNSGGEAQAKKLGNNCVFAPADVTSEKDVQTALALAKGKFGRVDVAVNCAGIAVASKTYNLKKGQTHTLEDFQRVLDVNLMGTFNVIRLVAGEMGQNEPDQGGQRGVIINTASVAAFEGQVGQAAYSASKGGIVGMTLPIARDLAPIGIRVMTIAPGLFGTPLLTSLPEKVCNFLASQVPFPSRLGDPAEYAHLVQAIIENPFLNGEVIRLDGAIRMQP
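Activity measured as NADH fluorescence gain (360/450 nm), taken as the change between first and last reads of a 4-min kinetic run. Conditions: pH 9.0 Tris buffer, 20 nM E. coli-expressed His-tagged enzyme, 1 mM NAD+, 90 uM beta-hydroxybutyryl-CoA; 15-min compound preincubation.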
HBB splicing – qHTS Assay for Modulators of Hemoglobin Beta Chain Splicing; Potency, µM (titrated, usually from 46.1 µM), for the others: at the top dose activation, actives largely listed as activators; 65,000 compounds, 0.06% hits; HBB splicing reporter cell assay, activation; EGFP reporter with mutant IVS2-654 intron; response scale: normalised to 500 nM splice-correcting PNA; note: potency is the fitted concentration of half-maximal effect; 0% is about no effect
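HeLa cells stably expressing EGFP interrupted by mutant beta-globin intron 2 (IVS2-654), 500/well in 2% FCS. Treated with compound for 2 days at 37C. Splicing correction scored as total well GFP intensity (488 nm excitation, 500-520 nm emission); 500 nM antisense PNA served as control.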
* hit, by the source's call; ? = inconclusive; . = no result given; & = joins results of further samples; [ ] = remark or other dose. Unless noted, calls come from the whole dose curve; as a rule, active = well fitted curve in the direction sought with a large enough effect; inconclusive = small, poorly fitted or top-dose-only effect, or another doubt; inactive = no such curve, though single readings can be large; an effect the other way counts as inactive or inconclusive. Only part of the results is shown (hit frequency here may not be typical).

Under each structure: BRCT inh green | Ub-GFP proteasome | Epigenetic mod | BRCT PPI red | HADH2 inhib | Pol III holo inh | HBB splicing | 15-hLO inh | Hsp90 Hop PPI | CRE Fsk mod | USP2a inhib
> Cn1c(CCNC(=O)c2ccco2)nc2cc(NC(=O)NC3CCCCC3)ccc21
 : -1.9% | 0% | 3% | 0.6% | 8% | -9% | 3.3% | 4% | 38% | -28% | 17%
> Cc1cc(Nc2cccc(F)c2)nc(-c2ccccc2O)n1
 : -4.4% | . | 0% | -1.9% | ? | 6% | 4.2%[0.369 µM] | 10µM* | -1% | ? | -24%
> COC(=O)c1cc(Br)c(=O)n(Cc2ccc(OC)c(OC)c2)c1
 : 1.3% | -3% | -5% | -0.9% | 6% | -8% | -1.2%[0.369 µM] | 2% | -4% | ? | -5%
> Cc1cccc(-n2c(CNC(=O)COc3ccccc3)nnc2SCC(=O)Nc2nccs2)c1
 : -0.7% | -6% | 4% | -0.3% | 18% | -2% | 1.7% | 3% | -5% | ? | 35%[activator]
> CCOC(=O)c1c(C)c(C(=O)NCc2ccc3c(c2)OCO3)c(C)n1C
 : 0.3% | 1% | -2% | -0.3% | 11% | -7% | 6.5% | -1% | -2% | ? | 4%
> O=S1(=O)CC(N2CCCCC2)C(N2CCCCC2)C1 (configuration not stated)
 : 0.1% | -2% | -1% | -1.2% | -4% | -4% | . | -2% | 2% | 0% | 0%
> CCCC(c1nnnn1C(C)(C)CC)N(CCCO)Cc1cc2cc(C)cc(C)c2[nH]c1=O (configuration not stated)
 : 4.3% | -6% | -1% | -1.3% | 3% | -6% | 1.1% | -22% | -1% | ? | 38%[activator]
> Cc1cc(OCC(=O)NCCO)cc(C)c1Cl
 : -0.3% | -9% | 5% | 0.0% | 5% | 2% | -1.4% | 1% | -3% | 4% | -1%
> COc1cccc(C2CC(c3ccccc3Cl)n3nnnc3N2)c1 (configuration not stated)
 : 1.5% | -10% | 2% | 1.1% | 4% | -2% | -0.1% | -7% | 1% | ? | 19%
> CC[C@H](C)N(C)C(=O)c1cc2ccccc2c(-c2ccccc2Cl)n1
 : -3.3% | 3%&2% | -2%&-1% | -1.3% | -4%&-30% | -4%&2% | -1.7% | 5% | -2%&-3% | -22%&4% | 14%
> Cn1c(=O)c2cc(S(=O)(=O)NC(Cc3ccccc3)C(=O)NCc3ccco3)ccc2n(C)c1=O (configuration not stated)
 : -3.5% | -9% | . | 0.4% | -6% | -2% | -0.1% | -8% | -2%[2.3 µM] | -10% | .
> O=C(NCc1nc2ccccc2[nH]1)c1cc2ccccc2oc1=O
 : -1.7% | 15% | 1% | 0.6% | 1% | -9% | -3.1% | 2% | 3% | ? | 10%
> Cc1noc(C)c1C(=O)N1CCC2(CCCN(Cc3ccc(C#N)cc3)C2)CC1
 : -0.7% | -8% | 9%[9.22 µM] | -0.8% | 0% | -7% | 1.3% | 2% | 0% | -7% | 23%
> Cc1csc(=N)n1-c1ccc(Cl)cc1
 : -1.2% | -2% | 2% | -1.9% | -13% | -4% | -0.2%[57.5 µM] | ? | -4% | 3% | -4%
> COc1ccc(C2c3c(oc4ccccc4c3=O)C(=O)N2CCCN2CCOCC2)cc1 (configuration not stated)
 : -2.0% | . | 0% | 0.5% | -16% | -2% | 4.4%[0.369 µM] | -3% | -4% | ? | 3%
> Cc1cc(C)cc(N2CC34C=CC(O3)C(C(=O)OCC(=O)NCc3ccco3)C4C2=O)c1 (configuration not stated)
 : -1.0% | -1% | -3% | 0.5% | 12% | -1% | -3.2% | 5% | -7% | -19% | 9%
> COC(=O)C(C)Oc1ccc(=O)[nH]n1 (configuration not stated)
 : -3.5% | 0% | -4% | 0.8% | 4% | -6% | -2.8% | -4% | -1% | -7% | 5%
> O=C(c1cccnc1)N1C2C=CC(C2)C1(C(F)(F)F)C(F)(F)F (configuration not stated)
 : -0.8% | -2% | 7% | 0.6% | 1% | -22% | -3.1% | 3% | -6% | -2% | -4%
> Cn1c2c(c(=O)n(C)c1=O)C(c1cccc(Br)c1)C1C(=O)c3ccccc3C1=N2 (configuration not stated)
 : -0.7% | -1% | 0% | 1.3% | 10% | 4% | . | 0% | -4% | 0% | 3%
> O=S(=O)(c1cccc2c(Cl)cccc12)N1CCCNCC1
 : 4.4%&-1.9% | -1%&5% | 0%&-2% | 0.3%&-3.5% | 16%&11% | -6%&-2% | 0.3% | 1%[25.6 µM] | -1%&-8% | ? | -6%
> CCC(=O)Nc1sc2c(c1C#N)CC(C)(C)NC2(C)C
 : 0.1% | -1% | -2% | -1.3% | -11% | -3% | -0.8% | 8% | -4% | 10% | 6%
> C[C@@H](C(=O)Nc1ccc2ccccc2c1)[C@@H]1C[C@@]1(C)[C@@H](NS(=O)(=O)c1ccc(-c2ccccc2)cc1)c1ccccc1
 : 0.2% | . | . | 0.7% | 2% | 18% | -0.1% | . | -8% | -8% | .
> COC(=O)c1ccccc1NC(=O)COC(=O)CSCC(=O)N1CCOCC1
 : 1.3% | 3% | 1% | 0.5% | 69%[activator] | -3% | 0.2% | 23% | -2% | ? | 1%
> Cc1ccc(NC(=O)C2CC(=O)NC(Nc3cccc(C)c3)=N2)cc1 (configuration not stated)
 : -0.5% | -1% | -3% | -0.6% | ? | -11% | -0.9% | ? | -9% | ? | 15%
> COc1ccccc1N1CCN(C(CNC(=O)C2CCCCC2)c2cccnc2)CC1 (configuration not stated)
 : -0.5% | 2% | . | -2.6% | ? | -10% | -1.4% | -14% | -2% | 25% | .
> O=C(CCCc1c[nH]c2ccccc12)N1CCCCCC1
 : -1.9% | -4% | 0% | -0.8% | 10% | -7% | . | -9% | -5% | 3% | 2%
> N#CCCn1c(=O)c(-c2ccc(F)cc2)nc2cnc(N3CCNCC3)nc21
 : -1.4% | -3% | 0%[9.22 µM] | -0.6% | 19% | -12% | 0.8% | 3% | 0% | ? | 33%[activator]
> CCc1ccc(OCC(=O)Nc2ccc(-c3nc4ccccc4o3)c(O)c2)cc1
 : -2.2% | 9% | 4% | 0.4% | ? | -19% | 0.4% | -4% | 4% | 2% | 7%
> CCNc1ncc2nc(C)c(=O)n(C)c2n1
 : 2.3% | -4% | 0%[9.22 µM] | -0.3% | 32µM* | 3% | 2.2% | 5% | 2% | ? | ?
> CN1CCc2cc3c(c4c2C1CC41CCC(=NO)CC1)OCO3 (configuration not stated)
 : -4.1% | 0% | -1% | -1.3% | 23% | -4% | 5.7% | -14% | -1% | ? | -6%

Pulled by structure from above, 2 records:
Under each structure: BRCT inh green | Ub-GFP proteasome | Epigenetic mod | BRCT PPI red | HADH2 inhib | Pol III holo inh | HBB splicing | 15-hLO inh | Hsp90 Hop PPI | CRE Fsk mod | USP2a inhib
> COc1ccccc1N1CCN(C(CNC(=O)C2CCCCC2)c2cccnc2)CC1 (configuration not stated)
 : -0.5% | 2% | . | -2.6% | ? | -10% | -1.4% | -14% | -2% | 25% | .
> N#CCCn1c(=O)c(-c2ccc(F)cc2)nc2cnc(N3CCNCC3)nc21
 : -1.4% | -3% | 0%[9.22 µM] | -0.6% | 19% | -12% | 0.8% | 3% | 0% | ? | 33%[activator]
